# KCNQ2 inh: KCNQ2 potassium channel inhibitors, primary screen, cell-based, CHO-K1, FluxOR thallium flux, B-score (AID 2156). Potassium voltage-gated channel subfamily KQT member 2 (Rattus norvegicus), O88943. 20 min; stronger effect = lower value. B-score at 10 µM. 310,000 tested, 1.1% active;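 active = fluorescence ratio B-score at most minus 3 library SDs, with starting brightness B-score within 2 library SDs, cut at about -5.5 in these data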
# Target sequence (O88943 whole entry, looked up): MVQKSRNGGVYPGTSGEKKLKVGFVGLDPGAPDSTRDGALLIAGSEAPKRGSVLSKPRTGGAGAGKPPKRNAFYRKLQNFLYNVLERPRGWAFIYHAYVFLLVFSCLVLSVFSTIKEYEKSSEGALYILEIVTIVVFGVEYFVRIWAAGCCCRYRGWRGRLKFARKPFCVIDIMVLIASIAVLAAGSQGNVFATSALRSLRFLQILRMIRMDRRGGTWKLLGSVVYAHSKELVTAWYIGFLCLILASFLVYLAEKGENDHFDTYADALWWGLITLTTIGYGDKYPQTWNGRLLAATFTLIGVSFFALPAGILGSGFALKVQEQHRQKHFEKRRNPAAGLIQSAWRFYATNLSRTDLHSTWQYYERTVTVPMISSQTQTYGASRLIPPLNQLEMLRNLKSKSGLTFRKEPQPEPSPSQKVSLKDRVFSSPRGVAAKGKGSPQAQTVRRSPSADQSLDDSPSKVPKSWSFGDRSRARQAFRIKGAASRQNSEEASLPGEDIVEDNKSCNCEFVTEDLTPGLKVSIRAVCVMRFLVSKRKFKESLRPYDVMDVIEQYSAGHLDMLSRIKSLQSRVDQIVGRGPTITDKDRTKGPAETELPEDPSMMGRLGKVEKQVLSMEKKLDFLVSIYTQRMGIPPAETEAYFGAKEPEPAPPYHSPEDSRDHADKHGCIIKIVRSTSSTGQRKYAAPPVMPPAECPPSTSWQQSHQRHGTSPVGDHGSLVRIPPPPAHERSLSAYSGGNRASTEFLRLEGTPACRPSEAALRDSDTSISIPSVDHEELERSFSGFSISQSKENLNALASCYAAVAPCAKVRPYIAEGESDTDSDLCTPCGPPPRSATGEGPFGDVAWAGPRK
# STK33 kinase inh: inhibitors of purified STK33 kinase, primary screen, biochemical, ADP-Glo luminescence, homogeneous, cell-free | MBP phosphorylation | inhibition, % at 10 µM | 320,000 tested, 0.073% active | AID 2661, 2010;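 active = inhibition at or above 25%, using the most active replicate where run in duplicate; inactive = inhibition below 25%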
# Kir21 inh: inhibitors of mouse Kir2.1 inward-rectifier potassium channel | Inward rectifier potassium channel 2 (Mus musculus), P35561 | B-score at 10 µM | 310,000 tested, 0.85% active | HEK293-Kir2.1, FluxOR thallium flux fluorescence; stronger effect = lower value;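 active = fluorescence ratio B-score at or below minus 3 SD of library scores, with starting-brightness B-score within 2 SD, cut at about -4.2 in these data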;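 also: channel flux triggered by added potassium and thallium sulfate stimulus; B-score of peak minus minimum fluorescence over baseline after thallium stimulus; more negative B-score means stronger Kir2.1 block with less thallium influx; some compounds called inactive have numbers as strong as hits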
# Numbers without * were called inactive; i = inactive; nt = no result given. This is a random part of the collection. Share with any hit: about 1.9%.
# Preview:
SMILES,KCNQ2 inh,STK33 kinase inh,Kir21 inh
CCN(C(=O)Cn1c(=O)n(-c2cc(OC)c(OC)c(OC)c2)c(=O)c2ccccc21)c1cccc(C)c1,i,-0.2,-1.15
Cc1ccc2nc(=O)c(NNc3ccccc3)cnc2c1,i,-2.2,2.87
CN(C)CCN(C(=O)C1CCN(S(=O)(=O)c2cccs2)CC1)c1nc2ccc(F)cc2s1,i,-1.4,0.58
N#CCCN(C(=O)Cn1nc(C(=O)O)c2ccccc2c1=O)c1ccccc1,i,-1.4,0.57
Cc1c(NC(=S)NC(=O)c2cccc(Cl)c2)c(=O)n(-c2ccccc2)n1C,i,0.9,0.3

# The list itself (from the top)
SMILES,KCNQ2 inh,STK33 kinase inh,Kir21 inh
CCN(C(=O)Cn1c(=O)n(-c2cc(OC)c(OC)c(OC)c2)c(=O)c2ccccc21)c1cccc(C)c1,i,-0.2,-1.15
Cc1ccc2nc(=O)c(NNc3ccccc3)cnc2c1,i,-2.2,2.87
CN(C)CCN(C(=O)C1CCN(S(=O)(=O)c2cccs2)CC1)c1nc2ccc(F)cc2s1,i,-1.4,0.58
N#CCCN(C(=O)Cn1nc(C(=O)O)c2ccccc2c1=O)c1ccccc1,i,-1.4,0.57
Cc1c(NC(=S)NC(=O)c2cccc(Cl)c2)c(=O)n(-c2ccccc2)n1C,i,0.9,0.3
O=C(c1ccc(Cl)cc1[N+](=O)[O-])N1CCc2ccccc2C1,i,-0.8,2.26
O=C(Oc1cccc(C(=O)N2CCOCC2)c1)c1ccc(Br)cc1,i,-1.3,-1.22
CCc1ccc(CNC(=O)c2cc3c(C)nc4ccccc4c3o2)cc1,i,0.0,0.6
COc1cc(NC(=O)C2CC2C)c(C(=O)O)cc1OC (configuration not stated),i,-1.7,-1.23
Cc1onc(-c2c(Cl)cccc2Cl)c1COC(=O)c1ccc(Cl)cc1,i,0.5,-0.14
CCN1CCN(C(C)C(=O)NC2CCCCC2)CC1 (configuration not stated),i,-1.0,-0.77
CCCN(CCC)c1nc2ccccc2n2c(C)nnc12,i,-1.8,0
CC(=O)c1c(C)[nH]c(C(=O)N2CCN(c3ncccn3)CC2)c1C,i,0.1,-0.18
Cc1ccc(-c2nn(-c3ccc(F)cc3)cc2C(=O)NC2CCC(O)CC2)cc1 (configuration not stated),i,nt,1.05
CC(C)(C)C(=O)N(Cc1ccc(Cl)cc1)c1cnccn1,i,-0.3,-1.12
COC(=O)c1cc2c(ccn2-c2ccc(F)cc2)n1CC(=O)C(C)(C)C,i,0.7,0.7
Cn1nc(C(F)(F)F)c(-c2ccc(Br)cc2)c1NC(=O)Nc1ccc(F)cc1F,i,-0.8,-2.28
O=C(COc1ccc2c(c1)CCC2)N1CCN(c2ccccc2F)CC1,i,-0.9,-1.53
O=C(Nc1ccc(Br)cc1)c1cccc(-n2cnnn2)c1,i,0.1,0.75
COc1ccc(NC(=O)CN2C(=O)NC3(CCCC3)C2=O)cc1OC,i,0.7,0.96
COc1cccc(C2(O)C(=O)Nc3ccccc32)c1 (configuration not stated),i,-2.1,-1.47
NC(=O)c1ccc(=O)n(Cc2ccc(Cl)cc2Cl)c1,i,1.2,2
O=C(COC(=O)c1ncc(Cl)c(Cl)c1Cl)NC(=O)c1ccccc1,i,-0.7,-1.08
CN(C)CCNC(=O)C1(O)c2cc(Br)ccc2NC(=O)N1c1ccc(Cl)cc1 (configuration not stated),i,0.7,-0.72
COC(=O)[C@H](CC(C)C)NC(=O)N1CCC(C)CC1,i,-0.3,-0.51
O=C(Nc1cccnc1Cl)c1ccc(S(=O)(=O)N2CCCCCC2)cc1,i,-0.8,2.13
Cc1c(CCC(=O)NCCCCCC(=O)O)c(=O)oc2cc3occ(-c4ccccc4)c3cc12,i,0.9,1.78
CCOc1ncccc1C(=O)OCC(=O)c1ccccc1,i,-0.6,-1.71
O=C1C(=O)c2ccccc2C(O)=C1c1cccc([N+](=O)[O-])c1,i,-0.2,1.1
O=C(Nc1ccc(Oc2ccc3c(c2)C(=O)N(c2ccc(O)cc2)C3=O)cc1)c1cccs1,i,0.0,0.23
C/C=C/C(=O)Nc1cccc(C2=NOC3(C2)C[C@@H](C(N)=O)N(C(=O)c2cc([N+](=O)[O-])cc([N+](=O)[O-])c2C)C3)c1 (some centres not stated),i,0.0,0.14
O=S(=O)(c1cccc(COc2c(Cl)cccc2Cl)c1)N1CCOCC1,i,-0.3,0.1
Nc1nc(SCc2ccc(Cl)cc2Cl)n[nH]1,i,-1.4,1.91
Cn1cc(CC(=O)NCCN2CCOCC2)c2ccccc21,i,0.7,-2.87
N/C(=N\OC(=O)c1cccs1)c1ccc(Cl)cc1,i,-4.6,-0.16
Cn1nc(-c2ccccc2F)c2cc(C(=O)N3CCN(C(=O)c4ccco4)CC3)sc21,i,1.0,-0.81
COC(=O)c1ccc2c(=O)n3c(nc2c1)SCC(c1ccccc1)=N3,i,0.9,0.71
CCCc1cc(=O)[nH]c(SCC(=O)c2cc(C)n(CC(F)(F)F)c2C)n1,i,-1.4,-3.75
Nc1ccc(Br)c2c1C(=O)c1ccccc1C2=O,i,10.1,0.15
CC(=O)Nc1ccc(Nc2nnc(-c3ccc(C)c(S(=O)(=O)NCCO)c3)c3ccccc23)cc1,i,-0.7,0.03

# Brought forward from above: 4 entries, then new ones.
SMILES,KCNQ2 inh,STK33 kinase inh,Kir21 inh
COC(=O)c1ccc2c(=O)n3c(nc2c1)SCC(c1ccccc1)=N3,i,0.9,0.71
CCCc1cc(=O)[nH]c(SCC(=O)c2cc(C)n(CC(F)(F)F)c2C)n1,i,-1.4,-3.75
Nc1ccc(Br)c2c1C(=O)c1ccccc1C2=O,i,10.1,0.15
CC(=O)Nc1ccc(Nc2nnc(-c3ccc(C)c(S(=O)(=O)NCCO)c3)c3ccccc23)cc1,i,-0.7,0.03
OCCC1CN(Cc2ccccn2)CCN1C1CCCC1 (configuration not stated),i,-1.8,-1.14
COc1ccc2nc3cc(Cl)ccc3c(C#N)c2c1,i,0.6,-0.52
Cc1ccc(N(C(=O)c2ccc(S(=O)(=O)N3CCOCC3)cc2)C2C=CS(=O)(=O)C2)cc1 (configuration not stated),i,-0.9,-0.01
COC(=O)c1ccc(CN(c2ccccc2Cl)S(C)(=O)=O)cc1,i,-1.3,0.62
CCc1ccc(-c2cc(C)no2)cc1S(=O)(=O)N1CCCN(Cc2ccc(F)cc2)C1,i,0.8,-0.84
O=C(NC(=O)N1CCN(C(c2ccccc2)c2ccccc2)CC1)c1ccccc1,i,0.8,-0.56
COc1ccc(CNCC(O)(c2ccccc2)c2ccccc2)cc1OC,i,-1.7,-0.84
O=C(CN1CCN(Cc2ccc(F)cc2Cl)C1=O)NCCc1ccccc1,i,-0.4,-1.79
CNC(=S)N1N=C(c2ccccc2)CC1c1ccccc1Cl (configuration not stated),i,-0.5,-0.03
O=C(O)c1ccccc1NS(=O)(=O)c1ccc2c(c1)OCCO2,i,-0.1,-2.09
Cc1ccc(O)c(C(=O)c2cnc3c(c2)c(C)nn3C)c1,i,1.5,0.68
C=CCn1c(SCC(=O)Nc2cc(C)on2)nc2c([nH]c3ccccc32)c1=O,i,-1.1,-0.98
COc1ccc(-n2nnnc2SCC(=O)N2C(C)CCCC2C)c(OC)c1 (configuration not stated),i,-2.3,-0.02
Cc1ccc2c(Cl)c(C(=O)Nc3ccc4c(c3)OCO4)sc2c1,i,-0.3,1.06
O=C(NC1CCCCC1)C(c1ccco1)N(Cc1ccco1)C(=O)c1ccco1 (configuration not stated),i,-0.8,1.58
O=C(NCCCCc1ccccc1)c1ccc(F)cc1,i,-0.6,-0.52
COc1ccc(-c2nc(N)sc2C2(O)C(=O)Nc3c(Br)cc(F)cc32)cc1OC (configuration not stated),i,-0.5,0.33
COc1ccc(N2C(=O)CC(Sc3n[nH]c(-c4cccc(C)c4)n3)C2=O)cc1 (configuration not stated),i,0.5,0.01
COc1cc(O)oc1C=Nc1ccc(Cl)cc1Cl,i,-1.0,-0.02
N#CCCNCC1(c2ccccc2)CCCC1,i,-0.1,0.11
Cc1ccc(C(=O)Nc2ccccc2)cc1S(=O)(=O)N1CCN(C)CC1,i,-2.5,1.99
CC(=O)Nc1sc(/C(C#N)=C\c2cccc(Cl)c2)nc1-c1ccc(C)cc1,i,-2.4,-10.6
COc1ccc(C(CNc2ccc(S(=O)(=O)N3CCCC3)cc2[N+](=O)[O-])N2CCCC2)cc1 (configuration not stated),i,-0.4,0.35
Cc1cccc(N(C)S(=O)(=O)c2c(C)[nH]c(C)c2C(=O)N2CCCC2)c1,i,0.0,-1.17
Cc1cc(N/N=C\c2ccccc2)nc(-c2ccccc2O)n1,i,0.5,-0.33
O=C(NCc1ccncc1)Nc1ccc(Cl)cc1Cl,i,-1.0,0.32
CC1(C)Cc2nc(-c3ccccc3)nc(NNC(=O)c3ccco3)c2CO1,i,-0.4,-0.03
COc1ccccc1NC(=O)CN1CCN(CC(=O)Nc2ccc(S(N)(=O)=O)cc2)CC1,i,-1.5,0
COc1ccc(OCc2csc(N)n2)cc1,i,0.4,-1.02
S=C(NCCc1ccccc1)N/N=C/c1c(Cl)cccc1Cl,i,-2.1,0.46
Cc1c(Cl)cccc1Nc1nc(N)nc(CSC(=S)N2CCOCC2)n1,i,-0.3,-0.73
CC(=O)Nc1cc2c(cc1C(=O)c1ccc(C)cc1)OCCO2,i,-1.4,0.03
CC(Sc1ccccc1)C(=O)NCC(c1ccco1)N1CCCCC1 (configuration not stated),i,-1.7,0.65
CCOc1ccc(N2C(=O)CC(Cc3ccccc3OC)C2=O)cc1 (configuration not stated),i,0.5,0.15
O=C(O)COc1ccccc1/C=N/NC(=O)CN1CCN(Cc2ccc(Cl)cc2)CC1,i,-0.5,0.73
Cn1cnnc1Sc1ccc(CN2CCN(C3CCCC3)C(CCO)C2)o1 (configuration not stated),i,2.8,2.09
O=C(O)COc1cccc2nsnc12,i,-1.0,1.95
CC1(C)NC(=O)N(CCCCOc2ccc3c(c2)CCC3)C1=O,i,-0.1,1.57
Cc1occc1-c1nnc(SCC(=O)NCc2ccco2)n1CC(C)C,i,0.1,0.29
COC(=O)Cc1ccc(NC(=S)N2CCCC(C)C2)cc1 (configuration not stated),i,-0.5,-0.52
CCC(C)(C)NC(=O)c1ccc2c(c1)N(CC(=O)N1CCCC1)C(=O)C(C)(C)O2,i,-0.5,1.27
CCN(C(=O)CN1CCCCC1)C1(C)C(=O)c2ccccc2C1=O,i,0.4,0
CCC1CC2(C)NC(=O)c3c(sc4c3CC(C)(C)OC4)N2C1=O (configuration not stated),i,nt,-0.02
CCOC(=O)c1ccc(Cl)c(NC(=O)c2ccc(-c3ccccc3)cc2)c1,i,-0.6,-0.93
COc1ccc(CN2C(=O)c3cccnc3C2Nc2cc(Cl)c(OC)cc2OC)cc1 (configuration not stated),i,-1.4,-1.23
CCN1C(=O)[C@H]2[C@@H](c3ccc(-c4ccccc4)cc3)N[C@@](C)(C(=O)OC)[C@H]2C1=O,i,-1.0,0.68
COc1cc2c3nc4n(c(=O)c3n(CC(=O)NCC3CCCO3)c2cc1OC)CCS4 (configuration not stated),i,-0.5,0.28
Cc1ccc(-c2nnn(CC(=O)N(CC(=O)NC3CCCC3)c3cccc(F)c3)n2)o1,i,-0.8,-1.15
CC1(C)CC(=O)C2=C(C1)OC(N)=C(C#N)C2C1C=CCCC1 (configuration not stated),i,1.9,-0.92
Cc1ccc(S(=O)(=O)NCCCC(=O)N2CCC(C)CC2)cc1,i,-1.1,-0.66
# Further structures
SMILES,KCNQ2 inh,STK33 kinase inh,Kir21 inh
CN(C)C(=O)C(=O)c1cccn1-c1cccc(Cl)c1C#N,i,-2.3,-0.51
O=C(NCc1ccco1)c1cccc2c1C(=O)N(C1CCCCC1)C2,i,0.4,0.1
Cn1ncc2c(NNC(=O)c3ccc(Cl)cc3Cl)ncnc21,i,-0.7,-1.02
CC(=O)c1ccc(N2CCN(c3ccc(S(=O)(=O)NCCCN(C)C)cc3[N+](=O)[O-])CC2)cc1,i,-1.6,-2.02
O=c1cc(-c2ccc(Cl)c(Cl)c2)[nH][nH]1,i,3.1,0.14
Nc1ccc(/C=C/C(=O)c2cccs2)cc1,-6.86*,1.8,-3.23
CCN(Cc1ccccc1)c1ccc(N=Nc2nn(C)c(C)c2[N+](=O)[O-])cc1,i,0.0,2.8
CC1=C(C(=O)Nc2ccccn2)C(c2cccnc2)n2nnnc2N1 (configuration not stated),i,0.7,0.96
COc1ccc(C(=O)CNc2ccccc2Br)cc1,i,-0.9,0.22
O=C(c1ccccc1)c1ccc2c(c1)OCCCO2,i,-1.1,1.38
CC(=O)c1cccc(Nc2c3c(nc4ccccc24)CCC3)c1,i,2.1,-1.2
COc1cc(C(=O)NC(=S)Nc2csc(-c3ccc(F)cc3)n2)cc(OC)c1OC,i,0.1,0.06
Cc1ccc(N2C(=O)C3C4C=CC(CC4)C3C2=O)cc1Br (configuration not stated),i,-1.3,-0.72
CCCN(CCC(=O)Nc1ccccc1F)CC1CC1,i,-0.1,0.16
Cc1cc(C)cc(OCCNC(=O)CCc2ccccc2)c1,i,2.8,0.01
CCCc1nnc(SCC(=O)N2CCCCC2C)n1CC (configuration not stated),i,-0.3,-1.78
CCN1CCCC1CN(Cc1cc2cc(C)cc(C)c2[nH]c1=O)C(=O)Nc1ccccc1OC (configuration not stated),i,0.7,-0.4
c1ccc(-c2ccccc2OCCN2CCCCC2)cc1,i,-0.3,-1.64
NNC(=O)c1ccc2c(c1)S(=O)(=O)NNC2=O,i,-1.4,0.35
Cc1ccnc(NC(=O)c2cc3ccccc3oc2=O)c1,i,3.6,0.04

# Compound activity: PubChem BioAssay, several laboratories
